# PREPL inhibitor: PREPL enzyme inhibitors, primary screen, biochemical, fluorescence polarization | inhibition, % at 5.96 µM | recombinant PREPL, fluorescence polarization activity-based probe | Prolyl endopeptidase-like (Homo sapiens), Q4J6C6 | 0.68% of 320,000 active; in the data active = inhibition above about 43%;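 also: 0% = enzyme with DMSO and 100% = wells lacking enzyme; many of its hits are not listed in these tables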
# Target sequence (Q4J6C6 whole entry, looked up): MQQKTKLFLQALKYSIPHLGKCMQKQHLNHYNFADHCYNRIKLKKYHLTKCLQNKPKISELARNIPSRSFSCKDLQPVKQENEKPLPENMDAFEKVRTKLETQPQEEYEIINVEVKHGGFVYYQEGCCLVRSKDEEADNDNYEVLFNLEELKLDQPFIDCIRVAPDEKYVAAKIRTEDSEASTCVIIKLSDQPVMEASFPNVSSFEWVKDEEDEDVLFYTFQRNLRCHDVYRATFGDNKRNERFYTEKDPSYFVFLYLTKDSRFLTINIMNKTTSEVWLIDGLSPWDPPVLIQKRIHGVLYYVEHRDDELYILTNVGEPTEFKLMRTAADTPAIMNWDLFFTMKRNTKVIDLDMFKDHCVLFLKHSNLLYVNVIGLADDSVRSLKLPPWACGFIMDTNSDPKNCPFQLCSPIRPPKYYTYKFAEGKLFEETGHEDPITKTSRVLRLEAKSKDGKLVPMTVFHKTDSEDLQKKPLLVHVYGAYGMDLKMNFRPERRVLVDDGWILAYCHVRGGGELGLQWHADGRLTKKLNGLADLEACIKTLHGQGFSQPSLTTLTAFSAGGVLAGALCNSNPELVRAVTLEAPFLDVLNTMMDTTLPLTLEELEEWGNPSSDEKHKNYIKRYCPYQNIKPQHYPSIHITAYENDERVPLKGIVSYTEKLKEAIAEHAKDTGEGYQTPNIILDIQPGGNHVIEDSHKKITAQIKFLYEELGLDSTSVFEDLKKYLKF
# LYPLA1 counter: LYPLA1 inhibitors, primary screen, counter-screen for PME1 inhibitor project, biochemical, fluorescence polarization, FP-Rh probe ABPP; Acyl-protein thioesterase 1 (Homo sapiens), O75608; recombinant LYPLA1; inhibition, % at 5.9 µM; 0.16% of 320,000 active; AID 2174, 2009;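 active = inhibition above the mean of all tested compounds plus 3 SD, set per campaign, cut at about 14% in these data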;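 also: inhibitors block serine hydrolase probe labeling of LYPLA1 so polarization falls; 0% = enzyme with DMSO and 100% = wells lacking LYPLA1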
# pPAFAH inh: pPAFAH enzyme inhibitors, primary screen, biochemical, fluorescence polarization, human | Platelet-activating factor acetylhydrolase (Homo sapiens), Q13093 | recombinant pPAFAH, FP-rhodamine probe fluorescence polarization | inhibition, % at 3.39 µM | 1.5% of 330,000 active | AID 463082, 2010;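 active = inhibition above the mean inhibition across the screen plus 3 SD, cut at about 25% in these data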;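 also: inhibitors block binding of the rhodamine activity-based probe so polarization drops; 0% = enzyme with DMSO and 100% = wells lacking pPAFAH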
# PAFAH1B2 FP inh: PAFAH1B2 enzyme inhibitors, primary screen, biochemical, fluorescence polarization, human; Platelet-activating factor acetylhydrolase IB subunit alpha2 (Homo sapiens), P68402; recombinant PAFAH1B2, FP-rhodamine activity probe; inhibition, % at 3.39 µM; 1.2% of 340,000 active;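 active = inhibition above the mean of all tested compounds plus 3 SD, cut at about 24% in these data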;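 also: 0% = enzyme with DMSO and 100% = wells lacking PAFAH1B2; many of its hits are not listed in these tables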
# PAFAH2 inh: PAFAH2 enzyme inhibitors, primary screen, biochemical, fluorescence polarization, human | Platelet-activating factor acetylhydrolase 2, cytoplasmic (Homo sapiens), Q99487 | recombinant PAFAH2, FP-rhodamine activity probe | inhibition, % at 3.39 µM | 0.99% of 340,000 active | AID 492956, 2010;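 active = inhibition above the mean over all tested compounds plus 3 SD, cut at about 30% in these data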;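 also: inhibitors block probe labeling of enzyme so polarization drops; 0% = enzyme with DMSO and 100% = wells lacking PAFAH2 protein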
# PAD4 inh: human PAD4 inhibitors, primary screen, biochemical, fluorescence polarization, 1536-well format; 0.41% of 330,000 active; recombinant PAD4, RCA probe fluorescence polarization; AID 485272, 2010; Protein-arginine deiminase type-4 (Homo sapiens), Q9UM07; inhibition, % at 6.36 µM;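 active = percent inhibition above a cutoff equal to the mean of all tested compounds plus 3 SD, cut at about 15% in these data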;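 also: 0% = PAD4 with RCA probe and DMSO and 100% = probe without PAD4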
# PAFAH1B3 FP inh: PAFAH1B3 enzyme inhibitors, primary screen, biochemical, fluorescence polarization, human; Platelet-activating factor acetylhydrolase IB subunit alpha1 (Homo sapiens), Q15102; recombinant PAFAH1B3, FP-rhodamine probe; inhibition, % at 3.39 µM; 0.28% of 340,000 active; AID 492972, 2010;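 active = inhibition above the screen-wide average of all tested compounds plus 3 SD, cut at about 25% in these data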;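 also: 0% = enzyme with DMSO only and 100% = wells lacking PAFAH1B3 protein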
# GSTO1 counter: inhibitors of recombinant GSTO1, primary screen, counter-screen for RBBP9 inhibitor project, biochemical, fluorescence polarization; Glutathione S-transferase omega-1 (Homo sapiens), P78417; activity-based probe fluorescence polarization; inhibition, % at 5.96 µM; 1.1% of 300,000 active; AID 1974, 2009;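 active = inhibition above the campaign mean inhibition plus 3 SD, cut at about 35% in these data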;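 also: 0% = GSTO1-1 with DMSO and 100% = wells lacking GSTO1-1 enzyme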
# Target sequence (P78417 whole entry, looked up): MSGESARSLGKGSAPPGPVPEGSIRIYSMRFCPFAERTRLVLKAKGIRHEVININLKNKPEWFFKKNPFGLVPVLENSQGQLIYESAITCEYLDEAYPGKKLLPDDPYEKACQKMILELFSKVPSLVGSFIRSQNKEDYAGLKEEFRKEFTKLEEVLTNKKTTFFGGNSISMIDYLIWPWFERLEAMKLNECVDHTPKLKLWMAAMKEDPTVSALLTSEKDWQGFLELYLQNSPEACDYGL
# LYPLA2 counter: LYPLA2 inhibitors, primary screen, counter-screen for PME1 inhibitor project, biochemical, fluorescence polarization, FP-Rh probe ABPP | recombinant LYPLA2 | inhibition, % at 5.9 µM | 0.38% of 320,000 active;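 active = inhibition above the screen-wide mean plus 3 SD, limit set per campaign, cut at about 26% in these data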;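 also: 0% = LYPLA2 with DMSO and 100% = wells lacking LYPLA2 enzyme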
# * hit, by the source's call; / = not tested or not shown. Some of the compounds tested, so the mix of outcomes need not match the whole.
# The line under a structure holds: GSTO1 counter	PAD4 inh	LYPLA2 counter	LYPLA1 counter	PREPL inhibitor	PAFAH1B3 FP inh	PAFAH1B2 FP inh	pPAFAH inh	PAFAH2 inh
O=C1NN=C(c2ccc(Cl)cc2)CC1c1c[nH]c2ccccc12 (centres undefined)
    -9	1	-3	-3	2	1	4	6	-5
O=C(Cc1cccc(C(F)(F)F)c1)OCN1C(=O)c2ccccc2C1=O
    30	-1	9	-1	-4	7	2	5	0
COc1ccc(/C=c2\sc3nc(-c4ccccc4OC)nn3c2=O)c(OC)c1
    -4	-3	1	2	-3	-8	-5	6	-12
O=C1CC(C(=O)Nc2ccc(Cl)cc2)n2ncnc2N1 (centres undefined)
    12	-5	2	0	10	4	1	2	-5
COc1ccc(CCN2C(=NC(=O)CCC(=O)O)SC3CS(=O)(=O)CC32)cc1OC (centres undefined)
    1	1	4	2	4	-5	5	7	-1
O=C(CCCn1c(SCc2ccccc2F)nc2ccccc2c1=O)NCC1CCCO1 (centres undefined)
    3	0	-6	1	23	5	2	10	9
CCN(CC)C(=O)Cn1cc(S(=O)(=O)CC(=O)N2CC(C)OC(C)C2)c2ccccc21 (centres undefined)
    3	-4	8	0	-4	15	8	0	-7
Cc1ccc(OCC(=O)N2CCC(Cc3ccccc3)CC2)c([N+](=O)[O-])n1
    /	-2	5	0	9	10	7	1	2
N#CCCN1CCN(S(=O)(=O)c2ccc(S(=O)(=O)NCC3CCCO3)cc2)CC1 (centres undefined)
    2	3	-3	-1	10	3	5	0	-2
CCC/C=N/Nc1nnc(Cc2ccccc2)c(=O)[nH]1
    3	1	3	2	5	-3	0	2	-2
Cc1cc(Nc2ncc(Cl)cc2Cl)n[nH]1
    -3	-8	-9	-1	1	6	4	0	12
O=C(COC(=O)CCN=C1NS(=O)(=O)c2ccccc21)NNC(=O)c1ccccc1
    9	-1	1	0	-2	3	-1	0	2
CCOc1ccccc1NC(=O)c1ccc(OCC(=O)N2CCOCC2)c(OC)c1
    /	0	/	/	-2	8	0	4	2
CCN(CC)C(=O)CSc1nc2ccccc2c(=O)[nH]1
    1	-4	5	0	8	-3	0	5	0
CCCCc1ccc(NC(=O)Nc2cnccn2)cc1
    0	0	-1	-4	-1	1	4	-1	-3
O=c1c(-c2ccco2)[n+]([O-])c2ccccc2n1OCc1ccccc1
    4	-5	-6	-6	23	6	0	15	-4
COc1ccc(OC)c(Nc2nc3nonc3nc2N2CCCC(C)C2)c1 (centres undefined)
    2	-5	-5	1	6	4	0	2	-4
CC(=O)c1c(C)[nH]c(C(=O)N2CC(C)CC(C)C2)c1C (centres undefined)
    9	7	-2	-26	17	5	4	5	0
O=C(NC1CCN(C(=O)Nc2ccc(F)cc2)CC1)c1ccccc1F
    4	-4	-3	-4	-9	13	0	0	-8
COc1cc(C)c(Cl)cc1S(=O)(=O)n1ccnc1C
    2	4	2	2	4	0	3	3	4
CC(=O)Oc1ccc(-c2cccc(C(=O)O)c2)cc1
    1	-4	-2	-4	3	4	3	-4	-1
Cc1noc(C)c1Cn1nc(C(=O)O)c2ccccc2c1=O
    4	-4	5	2	-6	9	1	2	3
Cc1sc2ncnc(NCCCn3ccnc3)c2c1C
    -4	1	-1	0	-1	2	4	1	-1
COC(=O)C(C)NS(=O)(=O)c1ccc(NC(C)=O)cc1 (centres undefined)
    7	3	-3	-3	1	9	1	-6	8
O=C(COC(=O)c1ccc(Cl)nc1)NCCc1ccc(Cl)cc1
    /	4	/	/	20	2	5	0	15
O=C1CCC/C(=N\NC(=O)c2ccc(NS(=O)(=O)c3ccc(Br)cc3)cc2)C1
    3	-5	-3	-2	0	5	22	12	4
O=c1[nH][nH]c(C(F)(F)F)c1C=NCc1cccs1
    4	-6	1	-1	0	-5	10	2	-5
CN(C)c1ccc(NS(=O)(=O)c2cc(Cl)ccc2Cl)cc1
    7	3	-3	-2	-10	4	5	7	7
COc1ccc(OC)c(NC(=O)CS(=O)(=O)c2ccccc2)c1
    26	-3	5	5	12	9	5	3	6
Cc1cccc2c1OCC/C2=N\NC(=O)COc1ccccc1Cl
    9	-1	1	-2	1	0	0	4	-5
Cc1cnc(NC(=O)C2CC(=O)N(c3ccc4c(c3)OCCO4)C2)s1 (centres undefined)
    /	-1	/	/	7	2	4	1	-5
CCOC(=O)C(CC(=O)O)NCc1ccco1 (centres undefined)
    4	0	5	0	14	11	5	-1	-3
O=C(NC(=S)N1CCN(c2ccc(F)cc2)CC1)c1cccs1
    12	-6	-3	1	-1	-5	-1	6	-1
CCC(=O)N(Cc1cc(=O)[nH]c2ccccc12)c1ccc(OC)cc1
    -6	0	-4	-6	-13	2	0	0	2
CCCOc1ccc(C(=O)Nc2ccccc2[N+](=O)[O-])cc1
    -2	1	7	2	2	-2	0	10	1
Cn1ccc(-c2ccccc2)c(C#N)c1=O
    -2	-6	-2	-1	-3	7	2	8	-2
COc1ccccc1C(=O)NNC(=O)c1cccc(O)c1
    2	0	-1	0	17	10	3	4	-4
CN(C)S(=O)(=O)c1cccc(NC(=O)COc2ccc3ccccc3c2)c1
    /	-4	-26	-24	23	-1	-2	1	-9
N#C/C(=C(/O)CN1CCCCC1)c1nc(-c2ccc(Cl)cc2)cs1
    10	5	3	2	13	5	8	8	7
Cc1nc2ccc(NC(=O)c3cccc(S(=O)(=O)N4CC(C)OC(C)C4)c3)cc2s1 (centres undefined)
    -5	1	-3	-4	1	8	4	-2	-1
COc1ccc(S(=O)(=O)NC(C)C(=O)NC2CC2)cc1C (centres undefined)
    -2	1	0	2	-2	-1	2	0	-5
CCC(=O)N1CCN(c2ccnc3cc(Cl)ccc23)CC1
    1	0	-2	-2	3	4	6	0	5
NC(=O)Cc1nc(-c2ccccc2)cs1
    8	0	0	4	1	10	7	1	0
NC(=O)c1c(NC(=O)COC(=O)c2ccc(O)c(Cl)c2)sc2c1CCCC2
    /	-13	/	/	17	-1	8	15	27
Cc1cccc(N2C(=O)CN(Cc3cccs3)C2=S)c1
    7	-2	1	1	-3	0	-1	2	2
Cc1cccc(NC(=O)C(=O)NCC2CCCO2)c1 (centres undefined)
    8	-7	5	-4	6	10	2	7	-3
NC(=O)c1ccc(NC(=O)c2cc(S(=O)(=O)N3CCCCC3)ccc2N2CCOCC2)cc1
    /	-5	2	1	-1	-2	1	1	7
CC(=O)c1cc(-c2nc3ccccc3n2C)n(C)c1
    -2	1	1	2	-4	-9	3	-2	4
O=C(NCCCNC(=O)C(F)(F)C(F)F)C(F)(F)C(F)F
    3	2	0	0	9	4	1	-1	6
CCOC(=O)c1sc(NC(=O)CN(CC(C)C)CC(C)C)c(C(=O)OCC)c1C
    8	-4	0	2	-2	16	33*	4	0
O=C1C2CC=C(Cl)CC2C(=O)N1CC1Cc2ccccc2CO1 (centres undefined)
    5	0	1	2	1	0	3	7	-8
COC(=O)c1sc(NC(=O)c2cc(C)on2)nc1C
    3	2	-6	-7	0	1	-5	3	-1
CCOc1cc2[nH]c(=S)n(CCN3CCCCC3C)c(=O)c2cc1OCC (centres undefined)
    1	-1	-1	2	30	0	-1	5	3
Cc1cc(-c2ccc(C(=O)O)s2)cnc1N
    3	-1	7	-4	2	6	-1	4	11
CCN1CCN(C(=O)c2ccc(COc3ccc(Cl)cc3)o2)CC1
    9	0	-4	0	-22	8	7	-1	3
CCN1C(=O)C(=O)N(CC(=O)Nc2ccccc2OC(F)F)C1=O
    /	-2	1	0	6	5	1	0	5
CCNc1nc(NCC)nc(Oc2ccc(C(=O)OC)cc2)n1
    3	-7	5	2	14	8	1	1	-4
O=C(Nc1ccccc1)C1=C[C@@H](c2ccc(Br)cc2)C[C@@H](OCc2ccc(CO)cc2)O1
    -3	-4	-27	-13	19	5	-1	-1	-7
COc1c(O)ccc(/C=N/NC(=O)c2ccc3c(c2)OCCO3)c1[N+](=O)[O-]
    6	2	4	2	0	2	5	5	2
C=CCOc1ccc2ccccc2c1/C=N/O
    -2	-5	-2	-2	-12	2	-4	3	-1

# The list goes on.
# The line under a structure holds: GSTO1 counter	PAD4 inh	LYPLA2 counter	LYPLA1 counter	PREPL inhibitor	PAFAH1B3 FP inh	PAFAH1B2 FP inh	pPAFAH inh	PAFAH2 inh
O=C1c2ccccc2C(=O)N1CCSC(=S)N1CCOCC1
    4	-2	13	5	7	4	2	1	7
O=C(Cn1cnc2ccccc21)N/N=C/c1ccccc1
    1	-4	5	0	7	8	0	5	3
C/C(=N\NS(=O)(=O)c1ccc(Br)cc1)c1ccc2c(c1)OCO2
    4	2	-7	-5	-15	5	23	3	-1
CN(C(=O)c1ccc(NC(=O)Cc2ccc(NC(=O)C3CCN(C(=O)C4CCC4)CC3)cc2)cc1)C1CC1
    /	-3	6	3	1	1	-6	3	2
CCCCOc1ccc(C(=O)NCC(=O)NCC2CCCO2)cc1 (centres undefined)
    3	-2	3	1	2	-1	3	1	3
O=S1(=O)C=C(SCCN2CCCCC2)c2ccccc21
    2	1	3	0	-4	12	-1	2	-4
COc1ccc(/C=C2\Oc3cc(OC(=O)N4CCOCC4)ccc3C2=O)cc1
    -1	6	3	4	20	7	5	27*	12
CC(Oc1ccccc1)C(=O)OCC(=O)Nc1sccc1C(N)=O (centres undefined)
    /	-3	2	-4	5	4	7	2	5
O=C(OCc1cc(=O)oc2cc(O)ccc12)c1cc(S(=O)(=O)N2CCOCC2)ccc1F
    22	-4	-3	-1	-2	-2	-1	5	-2
CSc1ccccc1NC(=O)c1ccccn1
    5	0	-1	0	7	11	4	-4	-4
COc1ccc(Oc2nc(-c3ccccn3)ncc2OC)cc1
    5	-3	3	2	20	4	-1	2	-4
COc1ccccc1Nc1nc2ccc(C)cc2n2cnnc12
    -2	0	-4	1	4	4	9	1	-2
COc1ccc(NC(=O)Nc2ccccc2F)c([N+](=O)[O-])c1
    5	-4	0	-3	16	2	2	-1	-3
O=c1ccc2ccccc2n1Cc1cccc(F)c1
    -1	-2	4	-2	-26	6	4	4	0
COc1ccc(-c2cc(C(=O)NCCCN3CCCC3=O)c3ccccc3n2)cc1
    -6	-3	4	4	3	10	-1	4	-1
CC1=C(C(=O)NCc2ccccc2)C(c2ccc(C)o2)n2ncnc2N1 (centres undefined)
    17	-9	-2	4	-2	7	4	1	0
CN(c1ccc(C(=O)N2CCN(Cc3ccccc3)CC2)cc1)S(=O)(=O)c1ccccc1
    0	-1	-2	0	17	6	8	5	6
CCOc1ccc(S(=O)(=O)N2CCCCC2)cc1NC(=O)CCc1ccc(OC)cc1
    /	-1	-3	-3	2	11	2	2	1
